Source: PubChem BioAssay
IDE cell activ = human IDE activators in live cells, primary screen, fluorescence polarization, HEK cells, FAbeta-B substrate. Insulin-degrading enzyme (Homo sapiens), P14735. FAbeta-B cleavage; 0% vehicle, 100% cell-free pure enzyme wells. activation, % at 5.96 µM. 340,000 tested, 0.073% active. AID 493087, 2011;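 active = activation above the mean of all tested compounds plus 3 SD, set per screening campaign, cut at about 17% in these data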
p-CIP stab down = p/CIP-EGFP fusion destabilizers, primary screen, fluorescence, F442A cells. Q05BA5. 16 h. decrease of EGFP signal, % at 10 µM. 290,000 tested, 0.01% active;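 active = EGFP signal decrease of at least 30% at 10 µM or well 3 SD below plate mean, unless failing retest; inactive = the rest, including hits failing retest or dose response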; note: some compounds called inactive have numbers as strong as hits; many of its hits are not listed in these tables
Target sequence (Q05BA5 1-1403): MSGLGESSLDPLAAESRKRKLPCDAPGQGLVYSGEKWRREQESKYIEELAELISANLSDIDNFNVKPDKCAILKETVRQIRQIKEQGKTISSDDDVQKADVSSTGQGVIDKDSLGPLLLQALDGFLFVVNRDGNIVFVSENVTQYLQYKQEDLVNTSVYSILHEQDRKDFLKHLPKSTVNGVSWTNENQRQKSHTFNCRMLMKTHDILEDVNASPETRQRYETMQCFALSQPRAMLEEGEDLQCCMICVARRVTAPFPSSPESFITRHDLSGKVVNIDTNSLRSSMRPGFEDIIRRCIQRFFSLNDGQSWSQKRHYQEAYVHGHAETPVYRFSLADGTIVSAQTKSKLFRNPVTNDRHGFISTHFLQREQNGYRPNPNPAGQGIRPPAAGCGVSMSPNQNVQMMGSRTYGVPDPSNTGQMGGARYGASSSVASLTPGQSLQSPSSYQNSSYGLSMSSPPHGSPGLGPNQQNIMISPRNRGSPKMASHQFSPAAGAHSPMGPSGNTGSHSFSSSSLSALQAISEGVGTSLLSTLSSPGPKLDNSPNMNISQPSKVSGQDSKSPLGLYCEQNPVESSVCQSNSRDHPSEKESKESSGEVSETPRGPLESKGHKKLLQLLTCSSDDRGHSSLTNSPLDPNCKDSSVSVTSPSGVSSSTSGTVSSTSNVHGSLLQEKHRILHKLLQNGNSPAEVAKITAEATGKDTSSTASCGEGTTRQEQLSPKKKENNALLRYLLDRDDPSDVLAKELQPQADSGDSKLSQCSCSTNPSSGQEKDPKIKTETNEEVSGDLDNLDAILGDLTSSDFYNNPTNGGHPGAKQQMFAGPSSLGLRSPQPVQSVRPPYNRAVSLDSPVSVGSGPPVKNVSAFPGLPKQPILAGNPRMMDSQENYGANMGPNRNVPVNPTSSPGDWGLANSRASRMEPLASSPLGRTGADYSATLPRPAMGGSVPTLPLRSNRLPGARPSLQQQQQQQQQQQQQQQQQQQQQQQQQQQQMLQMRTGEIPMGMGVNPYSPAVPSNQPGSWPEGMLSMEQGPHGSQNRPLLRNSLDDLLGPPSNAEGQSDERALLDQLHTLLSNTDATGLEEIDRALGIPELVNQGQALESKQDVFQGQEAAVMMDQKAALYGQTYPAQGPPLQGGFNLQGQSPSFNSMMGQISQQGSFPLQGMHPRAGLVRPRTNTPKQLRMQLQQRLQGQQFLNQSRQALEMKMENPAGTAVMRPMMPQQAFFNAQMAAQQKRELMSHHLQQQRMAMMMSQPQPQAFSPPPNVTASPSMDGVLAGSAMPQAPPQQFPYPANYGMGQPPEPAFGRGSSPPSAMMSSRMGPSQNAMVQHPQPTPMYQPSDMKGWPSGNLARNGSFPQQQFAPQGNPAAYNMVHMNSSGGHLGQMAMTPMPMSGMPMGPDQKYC
GPR7 antag = GPR7 receptor antagonists, primary screen, cell-based, fluorescence, single concentration. Neuropeptides B/W receptor type 1 (Homo sapiens), P48145. GPR7-expressing cells, fluorescence antagonist assay. inhibition, % at 4.4 µM. 290,000 tested, 1.1% active. AID 1861, 2009; in the data active = inhibition above about 16%, passing the limit was not always enough;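 note: cells stimulated with the agonist NPW; 0% = agonist with vehicle and 100% = vehicle without agonist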
IDE inh = human IDE inhibitors in live cells, primary screen, fluorescence polarization, HEK cells, FAbetaB substrate; Insulin-degrading enzyme (Homo sapiens), P14735; FAbetaB cleavage; inhibition, % at 5.59 µM; 320,000 tested, 0.41% active;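 active = percent inhibition above the average of all tested compounds plus 3 SD, set per screening campaign, cut at about 16% in these data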;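 note: IDE supplied by intact live HEK cells; FP after avidin binding of uncleaved biotin substrate so inhibition keeps polarization high; 0% = DMSO wells and 100% = 60 µM reference IDE inhibitor Ii1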
PHOSPHO1 block = PubChem AID 1565; recombinant PHOSPHO1, absorbance phosphatase assay; 290,000 tested, 1.1% active; inhibition, % at 13.3 µM; in the data active = inhibition above about 60%
NALP1 yeast inh = NALP1 inflammasome inhibitors in reconstituted yeast, colorimetric, S. cerevisiae, triplicate retest; S. cerevisiae NALP1/ASC/caspase-1 growth, X-gal OD620, 72 h; inhibition, % at 10 µM; 280,000 tested, 0.61% active; AID 2071, 2009; in the data active = inhibition mostly above about 24%, no sharp cut-off; inactive = mostly below about 32%; note: some compounds called inactive have numbers as strong as hits
PfM18AAP inh = PfM18AAP inhibitors, malaria aminopeptidase, primary screen, biochemical, QFRET, recombinant enzyme; 290,000 tested, 1.2% active; M18 aspartyl aminopeptidase (Plasmodium falciparum 3D7); inhibition, % at 7.35 µM; H-Glu-NHMec fluorogenic cleavage;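 active = inhibition above the campaign mean inhibition over all tested compounds plus 3 SD, cut at about 28% in these data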;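 note: 0% = plate median of test compound wells and 100% = 2 mM ZnCl2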
IMP-1 inhibitor = IMP-1 metallo-beta-lactamase inhibitors, primary screen, biochemical, epi-absorbance readout, Pseudomonas aeruginosa enzyme. metallo-beta-lactamase IMP-1 (Pseudomonas aeruginosa). purified IMP-1, nitrocefin hydrolysis, epi-absorbance fluorescence. inhibition, % at 5.6 µM. 290,000 tested, 0.45% active;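 active = inhibition above the mean plus 3 SD of all compounds in the same screening run, cut at about 4.5% in these data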;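 note: 0% = IMP-1 with DMSO and 100% = DMSO wells lacking enzyme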
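System – purified recombinant IMP-1 beta-lactamase · Input – IMP-1 dispensed at 0.2 nM · Timing – 15 min preincubation plus 25 min reaction at 25 °C · Signal – Epi-absorbance fluorescence, 480 nm excitation, 530 nm emission · Measure – percent IMP-1 inhibition derived from blank-referenced optical density · Controls – Enzyme-plus-DMSO low control, enzyme-free DMSO high control · Replication – singlicate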
VIM-2 inh = VIM-2 metallo-beta-lactamase inhibitors, primary screen, biochemical, epi-absorbance readout, Pseudomonas aeruginosa enzyme; purified VIM-2, nitrocefin hydrolysis, epi-absorbance fluorescence; inhibition, % at 5.6 µM; 290,000 tested, 0.89% active;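 active = inhibition above the mean of all tested compounds plus 3 SD, cutoff set per screening run, cut at about 7.5% in these data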;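 note: red hydrolysis product quenches plate fluorescence so inhibitors raise well fluorescence; 0% = enzyme with DMSO and 100% = DMSO without enzyme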
Active calls of the source: *; nt = no result given.

SMILES	IDE cell activ	p-CIP stab down	GPR7 antag	IDE inh	PHOSPHO1 block	NALP1 yeast inh	PfM18AAP inh	IMP-1 inhibitor	VIM-2 inh
COc1ccc(C(C(=O)NC(C)(C)C)N(C(=O)CCC(=O)Nc2cc(C)on2)c2cccc(C)c2C)cc1 (centres undefined)	4	-2	4	-1	17	4	-1	-1.3	-0.8
COc1ccc(-c2nnc(N(C)C(=O)c3cccnc3)s2)cc1	6	-16	-2	7	-2	4	0	-0.9	-0.5
COC(=O)C(C)Sc1nc2c(c(=O)n(C)c(=O)n2C)n1CCC(C)C (centres undefined)	-2	-4	-6	-4	14	30	5	-2.6	-2.5
CC(C)Cn1c(SCC(=O)N2CCN(C(=O)c3ccco3)CC2)nc2ccccc2c1=O	-6	-27	-6	16	13	16	-12	-2.2	-0.4
C=C1c2ccccc2NC(=O)N1c1ccc(OC)cc1	3	-6	6	2	20	15	-6	1.1	0.2
Cc1cc(SCc2ccc(Cl)c(Cl)c2)nc(=O)[nH]1	2	4	-3	-2	36	-3	0	-2.9	-3.7
CCNC(=O)NC(=O)C(C)OC(=O)C1CCN(S(=O)(=O)c2ccccc2F)CC1 (centres undefined)	5	0	-6	2	6	38	-1	-2.7	-4.4
Cc1cccc(CC(=O)NC2CCN(C)CC2)c1	2	7	-5	5	19	23	12	-0.6	0.5
C=CCSc1n[nH]c(-c2ccc(OC)cc2)n1	7	-12	-3	-1	10	0	5	-4.0	-1.4
CC(C)CC(OC(=O)c1cccs1)C(=O)NCc1ccco1 (centres undefined)	0	-2	-6	-1	42	-1	6	-0.7	1.7
CC(C)CN(CCCNC(=O)CN1N=C(c2ccc(Cl)cc2)CCC1=O)CC(C)C	-4	0	-6	0	30	8	1	0.7	-0.2
NNC(=O)C=C1CCN(c2ncc(C(F)(F)F)cc2Cl)CC1	0	-7	8	4	-22	29	6	-2.5	-0.6
Nn1c(-c2cccc(Br)c2)n[nH]c1=S	2	-3	-13	-3	96*	0	26	-5.6	-2.6
N/C(=N\OC(=O)CCCc1ccccc1)c1ccccc1Cl	4	-6	0	-5	23	12	-5	0.3	-1.4
CCN(C(=O)COc1ccccc1)c1nnc(-c2cccnc2)s1	7	-10	-9	3	7	7	2	-3.7	1.4
CCn1c(=O)cc(SCC(=O)NCCCN2CCC(C)CC2)c2ccccc21	5	10	-3	1	40	7	8	-4.6	-8.3
Cc1cc(C)cc(OCC(=O)Nc2ccc(F)cc2)c1	3	-30	17	0	17	2	-12	-2.0	-0.6
CCCCOC(=O)c1ccc(NC(=S)NC(=O)c2c(Cl)cnn2CC)cc1	5	-7	18	3	38	12	3	0.1	0.1
CC(=O)N1CCCC(N2CCN(c3cccc(C(F)(F)F)c3)CC2)C1 (centres undefined)	1	-22	-20	2	-3	28	3	-2.8	-1.9
CCOC(=O)c1nnn(-c2nc(OC)nc(N(C)C)n2)c1-c1ccccc1	-1	-3	-16	2	18	10	8	-0.9	-1.3
O=[N+]([O-])c1cc([N+](=O)[O-])c(Oc2ccccc2F)cc1NN1CCCCC1	5	1	-12	-3	15	22	-2	-4.9	-1.4
CCOc1ccc(-c2nc(CSCC(=O)N3CCN(c4cccc(OC)c4)CC3)c(C)o2)cc1	4	-40	1	-2	-2	-24	-1	-3.4	-0.2
COc1ccccc1N1CCN(C(=O)c2ccc3c(=O)n(Cc4ccco4)c(=S)[nH]c3c2)CC1	0	-7	-2	3	82*	-27	2	-4.5	-4.5
C=CCNC(=O)c1ccc2nccnc2c1	0	1	-7	-3	-10	11	1	-1.6	-1.9
Cc1cc(C#N)c(C)n1-c1cc(C(F)(F)F)ccc1N1CCOCC1	4	-6	13	4	11	9	6	-1.2	-1.4
CCC(C)C(NC(N)=O)C(=O)Nc1ccc(C)c(Cl)c1 (centres undefined)	0	5	7	2	-4	16	1	-0.4	-1.8
S=c1[nH]nc(-c2ccc3ccccc3n2)o1	1	-6	3	3	89*	-1	-30	-7.0	1.0
CCC(C)(C)NC(=O)C(c1ccncc1)N(C(=O)c1sc(C)nc1C)c1ccc(C)cc1 (centres undefined)	4	-13	-8	3	10	-22	-2	-2.8	-1.2
COc1ccc(OC(=O)Cc2cccc3ccccc23)cc1	2	10	-12	4	14	-9	-3	-4.6	-0.7
Cc1nc2nc(SCc3ccccc3)[nH]n2c(=O)c1CCC(C)C	2	0	-2	1	nt	-13	2	-3.7	-1.7

An excerpt from above with just p-CIP stab down and VIM-2 inh:
canonical_smiles	p-CIP stab down	VIM-2 inh
Cc1cc(C)cc(OCC(=O)Nc2ccc(F)cc2)c1	-30	-0.6
CCCCOC(=O)c1ccc(NC(=S)NC(=O)c2c(Cl)cnn2CC)cc1	-7	0.1
CC(=O)N1CCCC(N2CCN(c3cccc(C(F)(F)F)c3)CC2)C1 (centres undefined)	-22	-1.9

Continued:
SMILES	IDE cell activ	p-CIP stab down	GPR7 antag	IDE inh	PHOSPHO1 block	NALP1 yeast inh	PfM18AAP inh	IMP-1 inhibitor	VIM-2 inh
COc1cc(/C=C2/SC(=O)NC2=O)ccc1OCc1ccccc1	4	-6	3	2	20	6	1	-1.1	0.2
O=C(NCc1ccncc1)c1cn(-c2ccccc2)nc1-c1cccnc1	-2	-8	-17	-4	-6	-7	-4	-1.0	-2.9
COc1ccc(-c2cn3ccc4ccccc4c3n2)cc1	0	-2	-11	12	-12	19	-1	-3.5	-1.6
O=C(NCc1ccccc1)c1cc[n+](CC(=O)c2cccs2)cc1	nt	2	1	3	24	6	-4	-2.6	-2.8
O=C(NCc1ccc2c(c1)OCO2)c1ccc2snnc2c1	10	2	12	4	2	34	0	-3.6	-1.8
O=C1C=C(NCCNc2c(F)c(F)c(CO)c(F)c2F)CCC1	7	10	-15	-4	-9	nt	1	2.4	0.4
CC1CCC(C(=O)NC(C(=O)NCc2ccccn2)C(C)C)CC1 (centres undefined)	-3	-7	15	-2	-11	-4	11	1.9	-4.7
O=C(CS(=O)CC(=O)N(CC(=O)NC1CCCC1)C1CCCCC1)Nc1ccc(F)cc1 (centres undefined)	1	-14	-7	3	9	13	7	-3.5	-4.0
CCOC(=O)c1ccc2nc3c(cc2c1)CCS3	-5	14	-12	9	13	-8	5	-2.7	-2.0
CCCCOc1ccc(NC(=O)CSCC(=O)OCC)cc1	1	7	5	2	6	14	-4	-3.2	-3.2
O=C(O)c1ccc(Nc2ncnc3ccccc23)cc1	2	4	12	0	37	15	2	-1.1	-2.4
CC(C)n1c(Nn2cnnc2)nc2ccccc21	5	-3	-8	-4	6	nt	4	-0.2	-0.6
C=CCc1c(C)[nH]c(=S)c(C#N)c1C	-4	-1	-5	3	83*	4	0	9.3*	0.6
COC(=O)c1cccc(NC(=S)N2CCOCC2)c1	7	-18	4	-2	25	-1	1	-1.3	-1.3
CC(=O)c1cccc(NC(=S)NC(=O)c2ccc(C)cc2)c1	2	-2	-12	1	19	12	-4	-5.2	-3.6
C=CCC1Cc2c(Br)cccc2C(CC=C)N1 (centres undefined)	-3	1	-9	0	16	-11	2	-2.5	-2.0
O=C(O)CCC(=O)N1N=C(c2c(-c3ccccc3)c3cc(Cl)ccc3[nH]c2=O)CC1c1cccs1 (centres undefined)	2	-13	-7	2	5	18	-6	-2.4	-3.6
COc1ccccc1NC(=O)Cc1nnc(SCC(=O)c2ccc(F)cc2)n1C	0	-9	-7	-5	44	-6	-8	-1.2	-0.9
COc1cc(NC(=O)c2cc(-n3cnnc3)ccc2Cl)cc(OC)c1	3	-5	-10	-4	20	-4	5	-3.3	-6.8
O=C(NCc1ccccc1)C(c1cccnc1)N(C(=O)c1ccccn1)c1cccc(F)c1 (centres undefined)	4	0	-1	2	13	18	-12	-0.1	-1.6
C[C@H](NC(=O)c1nc[nH]c1C(=O)N[C@@H](CCCCNC(=O)OC(C)(C)C)C(=O)OC(C)(C)C)C(=O)OC(C)(C)C	0	2	nt	2	40	nt	nt	nt	nt
FC(F)(F)c1cccc(NCc2n[nH]c(=S)n2C2CCCCC2)c1	-5	-6	-2	-9	-25	-25	9	-5.7	-4.7
CCOC(=O)C1(CCc2ccccc2)CCN(C(=O)[C@@H]2C[C@@H](C)NC(=S)N2)CC1	3	5	-12	3	-8	-12	-3	-1.4	-1.6
O=C1CCC(=O)N1OCCOc1ccc2c(c1)CCC2	2	-12	7	3	29	1	-3	-2.7	0.1
O=C(O)CCC(=O)Nc1cccc(C(=O)Nc2ccc(Br)cc2)c1	7	2	-9	3	-8	15	-2	-2.1	-2.6
CCC(=O)N1c2ccc(S(=O)(=O)N3CCCC3)cc2CC1C (centres undefined)	1	-6	-7	2	29	-1	-4	-1.3	0.5
Cc1nn(C)cc1C(C(=O)NC1CCCCC1)N(C(=O)Cc1cccs1)c1ccc(F)cc1 (centres undefined)	-1	16	-6	-8	-4	-2	0	-2.3	-2.9
N=c1c(C(=O)NCCN2CCOCC2)cc2c(=O)n3ccccc3nc2n1CCc1ccccc1	6	-12	24	-1	12	14	-5	-0.9	2.6
O=C(Nc1ccc(Cl)cc1C(=O)NCCN1CCOCC1)c1ccc(Cl)cc1Cl	0	-4	5	3	-2	-2	-5	1.1	-2.3
CCOC(=O)CCc1c(C)c2c(C)nn(-c3ccccc3)c2[nH]c1=O	6	3	-17	5	-12	24	3	-4.5	-3.9
CN(Cc1ccccc1)C(=O)c1c[nH]c2ccc(S(=O)(=O)N3CCOCC3)cc2c1=O	-1	-10	1	3	-17	20	-12	-1.6	-1.3
COCCNC(=O)COc1ccc(Br)cc1Cl	0	0	2	5	5	-4	-12	-4.0	-2.2
Cc1ccc(S(=O)(=O)N(c2nc(N(C)C)nc(N(C)C)n2)n2cnnc2)cc1	3	-2	-5	1	-6	2	5	-0.7	-0.9
CCC(C)NC(=O)c1ccc2nc(-c3ccc(OC)c(OC)c3)c(-c3ccc(OC)c(OC)c3)nc2c1 (centres undefined)	2	-12	-20	2	42	28	3	-0.5	-2.5
Cc1ccc(NC(=O)CSCC(=O)NCCc2ccccn2)c(C)c1	6	-9	-14	-1	32	-2	-2	-2.1	-3.2
O=C(Nc1ccc(Oc2cccnc2)cc1)c1cccc([N+](=O)[O-])c1	0	10	1	-1	-2	14	-1	-2.5	-1.9
CCC(C)(C)NC(=O)C(c1ccc(OC)cc1)N(C(=O)CCC(=O)Nc1cc(C)on1)c1ccc2c(c1)OCO2 (centres undefined)	1	-1	-9	-8	24	3	1	-1.8	-4.6
C=CCN(C(=O)c1csnn1)C(C(=O)NC1CCCCC1)c1ccc(F)cc1 (centres undefined)	4	-9	3	4	40	-2	3	-4.0	-2.4
CC(NC(=O)c1ccc(F)cc1)C1CC2CCC1C2 (centres undefined)	4	-22	-11	7	0	-1	-3	-2.3	-3.1
Cc1cccc(OCC(=O)Nc2ccc(N3CCN(C(=O)c4ccccc4)CC3)cc2)c1	1	-7	-4	1	-38	25	-2	-4.1	-1.3
